# Screening data as filed in PubChem.
# RECQ1 inh = qHTS Assay for Inhibitors of RecQ-Like Dna Helicase 1 (RECQ1); ATP-dependent DNA helicase Q1 (Homo sapiens), P46063; RECQ1 DNA unwinding, red fluorescence kinetic read; Potency, µM (doses to about 57.3 µM), inactives show top-dose activity, negative = inhibition, hits mostly inhibitors; 0.54% of 240,000 active; AID 2549, 2010;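 also: plate controls were vehicle for no effect and no enzyme for full effect; nearly all actives have a fitted effect of over 30% in size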
#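 50 nM RECQ1T1 preincubated 15 min with compound in Tris pH 8.0 buffer with MgCl2, DTT, Tween-20 and 2.5 ug/ml poly(dI-dC); started with 200 nM TAMRA/BHQ-2 forked duplex and 2 mM ATP. Unwinding read as fluorescence (525/598 nm), two reads 2 h apart.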
# TRb-SRC2 inh = qHTS for Inhibitors of the Interaction of Thyroid Hormone Receptor and Steroid Receptor Coregulator 2; Thyroid hormone receptor beta (Homo sapiens), P10828; TRbeta-SRC2 peptide binding, fluorescence polarization; receptor liganded with 1 µM T3; Potency, µM (doses to about 106 µM), for inactives: top-dose activity change, negative = inhibition, usual class: inhibitors; 0.065% of 280,000 active; AID 1469, 2008;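 also: plate controls were bound peptide for no effect and peptide without receptor for full effect; nearly all actives have a fitted effect of over 50% in size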
# Target sequence (P10828 whole entry, looked up): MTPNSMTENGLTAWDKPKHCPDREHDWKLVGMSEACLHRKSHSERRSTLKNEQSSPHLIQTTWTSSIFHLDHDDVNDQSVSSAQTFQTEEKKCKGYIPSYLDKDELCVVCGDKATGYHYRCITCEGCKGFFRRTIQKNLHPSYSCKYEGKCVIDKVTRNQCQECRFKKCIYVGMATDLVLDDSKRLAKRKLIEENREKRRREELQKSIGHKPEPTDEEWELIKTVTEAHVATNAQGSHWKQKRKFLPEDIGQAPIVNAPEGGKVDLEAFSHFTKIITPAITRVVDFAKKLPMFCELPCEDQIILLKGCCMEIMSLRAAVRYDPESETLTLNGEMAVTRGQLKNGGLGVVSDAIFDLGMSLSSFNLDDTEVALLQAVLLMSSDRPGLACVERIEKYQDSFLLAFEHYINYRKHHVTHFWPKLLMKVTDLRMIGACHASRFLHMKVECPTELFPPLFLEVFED
#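 A fluorescence polarization screen tested compounds at multiple concentrations against complex formation between 0.6 uM TRb ligand-binding domain and 20 nM Texas Red SRC2 peptide, with 1 uM T3 present; readout after 5 hr.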
# GAA inh = qHTS Assay for Inhibitors of Human alpha-Glucosidase as a Potential Chaperone Treatment of Pompe Disease | Lysosomal alpha-glucosidase (Homo sapiens), P10253 | purified human GAA, 4-MU-alpha-glucoside fluorescence | Potency, µM (highest dose often 76.9 µM), inactives show at the top dose activity change, negative = inhibition, actives largely listed as inhibitors | 0.005% of 200,000 active;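 also: plate controls were uninhibited enzyme wells for no effect and no-enzyme background for full effect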
#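 qHTS format, compound range up to 77 uM. Human lysosomal enzyme at 4 nM, 400 uM 4-MU glucoside substrate, pH 5.0, 20 min room temperature; fluorescence after alkaline stop gives activity normalized to controls.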
# GAA glycogen = qHTS Assay for Inhibitors and Activators of Human alpha-Glucosidase Cleavage of Glycogen. 0.38% of 300,000 active. AID 2100, 2009. Potency, µM (series often up to 76.4 µM), for inactives: at the top dose activity change, negative = inhibition, usual class: inhibitors. recombinant GAA, glycogen substrate, Amplex Red glucose oxidase fluorescence;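 also: 0% = full enzyme reaction and -100% = no-enzyme basal signal; the screen sought inhibitors and activators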
#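 Recombinant enzyme (4 nM final) with compounds titrated up to 77 uM and bovine liver glycogen (30 ug) in citrate pH 5.0, 0.01% Tween-20, 37 C 40 min. Released glucose detected by Amplex Red/glucose oxidase (Ex 573/Em 610); AC50 from Hill fits.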
# GoLoco inh red = qHTS Assay for Inhibitors of RGS12 GoLoco Motif Activity (Red Fluorophore). Potency, µM (series often up to 61.6 µM), for inactives: at the highest dose activity, negative = inhibition, actives largely listed as inhibitors. 0.44% of 230,000 active. AID 880, 2007. Guanine nucleotide-binding protein G(i) subunit alpha-1 (Homo sapiens), P63096. Gai1:RGS12 GoLoco peptide FP, rhodamine, 10 min; active = well fitted inhibition curve with a large enough effect, not every such curve was filed as active; inactive = no such curve, though single readings can be large or run the other way; also: nearly all actives have a fitted effect of over 30% in size; many of its hits are not listed in these tables
# Target sequence (P63096 whole entry, looked up): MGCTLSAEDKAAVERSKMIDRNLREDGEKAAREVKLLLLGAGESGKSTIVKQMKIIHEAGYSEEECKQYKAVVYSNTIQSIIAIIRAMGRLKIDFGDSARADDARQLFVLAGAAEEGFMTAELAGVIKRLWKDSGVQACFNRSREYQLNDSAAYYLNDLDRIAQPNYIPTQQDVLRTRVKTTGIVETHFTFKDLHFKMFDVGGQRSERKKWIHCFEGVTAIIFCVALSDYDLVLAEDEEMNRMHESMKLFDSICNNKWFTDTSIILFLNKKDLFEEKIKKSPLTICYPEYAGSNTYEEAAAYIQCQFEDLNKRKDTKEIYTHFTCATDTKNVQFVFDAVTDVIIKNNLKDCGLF
# L3MBTL1 inh = qHTS Assay for the Inhibitors of L3MBTL1 | 0.66% of 230,000 active | Potency, µM (doses to about 57.1 µM), for inactives: at the highest dose activity, negative = inhibition, usual class: inhibitors | Lethal(3)malignant brain tumor-like protein 1 (Homo sapiens), Q9Y468 | AlphaScreen L3MBTL1–H3K9me1 peptide binding; also: nearly all actives have a fitted effect of over 60% in size
#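 AlphaScreen assay: L3MBTL1 (50 nM final) was preincubated 30 min at room temperature with biotinylated H3(1-15)K9me1 peptide (75 nM final), then 30 min with library compounds; streptavidin donor and nickel chelate acceptor beads (10 ug/mL final) added, 30 min dark.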
# aGlu spleen mod = qHTS Assay for Inhibitors and Activators of Human alpha-Glucosidase From Spleen Homogenate | Lysosomal alpha-glucosidase (Homo sapiens), P10253 | human spleen homogenate, 4-MU-alpha-glucoside fluorescence | Potency, µM (doses to about 79.9 µM), inactives show at the top dose activity change, negative = inhibition, most hits filed as inhibitors | 0.006% of 240,000 active | AID 2112, 2009;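 also: 0% = enzyme with vehicle and -100% = no enzyme basal signal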
#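 AC50 values come from Hill-equation fits of concentration-response data, normalized to no-enzyme and full-activity controls. Enzyme source: 1 ug human spleen homogenate; 1 mM fluorogenic 4-MU glucoside, pH 5.0 citrate buffer, 37 C, 40 min.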
# TR SRC2 fluor cs = Total Fluorescence Counterscreen for Inhibitors of the Interaction of Thyroid Hormone Receptor and Steroid Receptor Coregulator 2; Potency, µM (highest dose often 106 µM), for inactives: at the highest dose fluorescence change, negative = quenching; TRb/SRC2 Texas Red total fluorescence interference; 0.29% of 280,000 active; active = well fitted curve in either direction with a large enough effect; inconclusive = small, poorly fitted or top-dose-only effect
#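 Human TRβ ligand-binding domain (0.6 uM) and Texas Red SRC2 peptide (20 nM) in Tris buffer with 1 uM T3 and 5% DMSO were incubated with pinned compound for 5 hr at ambient temperature. Total fluorescence was computed as S + 2P (555/632 nm).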
# * hit, by the source's call; i = inactive; ? = inconclusive; / = no result given; [ ] = another dose, or the depositor's remark. Unless noted, calls follow the shape of the dose curve; as a rule, active = well fitted curve in the direction sought with a large enough effect; inconclusive = small, poorly fitted or top-dose-only effect, or another doubt; inactive = no such curve, though single readings can be large; an effect the other way counts as inactive or inconclusive. Unless noted, % is scaled to controls: 0 for no effect and ±100 for the full control effect; potency is read from the fitted curve at half-maximal effect. Not all compounds are listed, so the mix of outcomes need not match the whole.
SMILES,RECQ1 inh,TRb-SRC2 inh,GAA inh,GAA glycogen,GoLoco inh red,L3MBTL1 inh,aGlu spleen mod,TR SRC2 fluor cs
CC(=O)OC1C[C@H](O[C@@H]2C(O)C[C@H](O[C@@H]3C(O)C[C@@H](OC4CC[C@]5(C)C(CCC6C5CC(O)[C@@]5(C)C(C7=CC(=O)OC7)CC[C@@]65O)C4)OC3C)OC2C)O[C@H](C)[C@H]1O[C@H]1OC(CO)C(O)C(O)C1O (some centres not stated),-7%,-9%,/,/,4%,/,0%,-2%
O=C(c1cc2c(s1)CCCCCC2)N1CCC2(CC1)OCCO2,-18%,-3%,-4%,-9%,4%,3%,1%,0%
O=C(C[n+]1ccn(CCCNP2(=O)C=C(c3ccccc3)OC(c3ccccc3)=C2)c1)c1ccccc1,11%,-2%,-5%,-8%,7%,/,-5%,-1%
O=C(CCl)Nc1nccs1,-10%,-1%,/,4%,3%,/,11%,0%
CC(=O)c1ccc(-c2ccccc2)cc1,8%,-1%,4%,-5%,12%,18%,8%,-3%
C=C(CO)CC1CC(O)[C@]2(C)OC3CC4OC5C[C@]6(C)O[C@]7(C)CCC8OC9C[C@]%10(C)OC%11C(C)=CC(=O)OC%11CC%10OC9C[C@@H](C)C8OC7CC6O[C@]5(C)C/C=C\C4OC3CC2O1 (some centres not stated),i,11%,/,-5%,2%,1%,-1%,-2%
O=C(Nc1ccccc1)c1ccccc1I,-14%,-3%,/,/,/,/,-4%,-22%
FC(F)(F)c1ccc(Cl)cc1,-2%,-3%[201 µM],/,/,-13%,/,4%,-1%[201 µM]
COCCNCCOc1ccc(C(C)(C)c2ccccc2)cc1,6%,1%[53 µM],2%,1%,-5%,4%,-2%,0%[53 µM]
CC(=O)Nc1nnc(CCN(CCc2nnc(NC(C)=O)s2)[N+](=O)[O-])s1,-13%,-2%,/,1%,3%,/,0%,-3%
C=Cn1ccnc1P(=S)(c1ccn(C)c1)c1nccn1C=C,-8%,-11%,-1%,-9%,0%,-5%,-5%,0%
COCCOC(=O)C1=C(N)Oc2c(c(=O)oc3ccccc23)[C@@]12C(=O)Nc1ccccc12,-15%,5%,-3%,5%,2%,/,3%,-5%
O=c1[nH]c2ccccc2n1CCCN1CCC(n2c(=O)[nH]c3cc(Cl)ccc32)CC1,-11%,-7%,0%[15.4 µM],3%,-5%,-1%,-10%,0%
CC1CCCCN1Cc1ccc(Cl)nc1 (configuration not stated),i,-4%,-7%,1%,8%,-1%,/,-3%
CCn1c(C(=O)N2CCC(C(=O)N3CCC4(CC3)OCCO4)CC2)cc2sccc21,i,2%,-4%,8%,9%,-3%,-2%,0%
CCCn1c(C(=O)c2ccc(OC)cc2)nc2ccccc21,-11%,-2%,-10%,-13%,10%,29%,5%,-2%
CCOc1c(P(=S)(N(C)C)N(C)C)c(C)nn1-c1ccccc1,0%,4%,3%,2%,15%,11%,3%,-1%
CN1C(=O)C(=Cc2sc(=O)n(-c3ccccc3)c2N2CCCCC2)C(=O)N(C)C1=O,-15%,6%,/,0%,-152%,-11%,-5%,-7%
CC(C)NC(=O)c1ccc(N2CC3CC(C2)c2cccc(=O)n2C3)c([N+](=O)[O-])c1 (configuration not stated),-18%,1%,-4%,-8%,12%,/,-4%,0%
CCOC(=O)N(C)c1ccc(C(O)(C(=O)OCC)C(F)(F)F)cc1 (configuration not stated),-6%,4%,-1%,0%,-3%,-4%,-1%,3%
CC1CN=C(Nc2ccc(F)c(Cl)c2)S1 (configuration not stated),-2%,-6%,/,5%,-5%,-1%,-4%,-1%
O=C(c1cnn2c(C(F)(F)F)cc(-c3ccccc3)nc12)N1CCC2(CC1)OCCO2,6%,-5%,-1%,10%,16%,/,-2%,-2%
CC(=O)N1CCC2(CC1)CC(=O)c1cc(OCC(=O)N3CCC4(CC3)OCCO4)ccc1O2,-17%,-2%,?,2%,-9%,/,?,-4%
CN1CCC(O)(c2ccc(Cl)cc2)C(C(=O)c2ccc(Cl)cc2)C1 (configuration not stated),2%,-1%,-1%,6%,0%,-8%,-1%,1%
Cc1cc(N)n(C2CCN(C)CC2)n1,5%,-6%,5%,-1%,-4%,-7%,-1%,-3%
C[N+](C)(C)CC(=O)O,-12%,-1%,/,/,-2%,7%,-16%,4%
COc1ccc(N=C(C)c2c(O)n(C3CCCCC3)c(=O)[nH]c2=O)c(OC)c1,-5%,-8%,-7%,-7%,20%,2%,-26%,2%
COC(=O)c1c(C)n(Cc2ccco2)c2ccc(O)cc12,-9%,9%,-6%,-22%,-18%,/,-6%,-6%
O=C(CN1CCCC1=O)NCCc1ccccc1,4%,3%,1%,6%,5%,-3%,-1%,-2%
CC(=O)OC1(c2ccc(C)cc2)CN2CCC1c1ccccc12 (configuration not stated),-5%,8%,-1%,2%,-10%,/,-2%,0%
COc1ccc(CC2c3cc(OC)c(OC)cc3CCN2C)cc1O (configuration not stated),i,1%,2%,-14%,-9%,-4%,-1%,0%
O=C(c1ccc(N2CC3CC(C2)c2cccc(=O)n2C3)c([N+](=O)[O-])c1)N1CCCC1 (configuration not stated),i,-3%,-17%,-8%,-1%,30%[activator],/,-4%
Cc1ccc(-n2c(O)c(C=NCCCn3ccnc3)c(=O)[nH]c2=O)cc1,-8%,1%,/,-2%,2%,5%,-3%,-2%
CN(C)C(=O)Oc1cccc(-c2cn3cc(Cl)ccc3n2)c1,-8%,0%,5%,12%,-5%,3%,-8%,-2%
O=[N+]([O-])c1ccc(N2CCNCC2)cc1NCC1CCCO1 (configuration not stated),-18%,-13%,-10%,4%,-10%,11%,2%,2%
Cc1cc(N2C(=O)CC(N3CCC(n4c(=O)[nH]c5ccccc54)CC3)C2=O)no1 (configuration not stated),i,-25%,-4%,?,-10%,?,7%,-1%
COc1ccc2[nH]c(C)c(CCNCc3cc(OC)c(OC)c(OC)c3)c2c1,-10%,-14%,-9%,-14%,-28%,-19%,4%,2%
CCCC(=O)NC(Oc1ccc(Cl)cc1Cl)C(Cl)(Cl)Cl (configuration not stated),-9%,-9%,-2%,7%,0%,4%,2%,1%
CCC(Oc1ccc(Cl)cc1)C(=O)OC1CC2CCC(C1)N2C (configuration not stated),i,-2%,/,/,-1%,/,3%,0%
CCCCCCCCCCCCCC(=O)O[C@@H]1[C@@H](C)[C@@]2(O)[C@@H](C=C(CO)C[C@@]3(O)C(=O)C(C)=C[C@@H]23)C2C(C)(C)[C@@]21OC(C)=O (some centres not stated),-13%,3%,/,/,7%,/,-1%,-1%

# 6 entries drawn at random from those above:
SMILES,RECQ1 inh,TRb-SRC2 inh,GAA inh,GAA glycogen,GoLoco inh red,L3MBTL1 inh,aGlu spleen mod,TR SRC2 fluor cs
CCn1c(C(=O)N2CCC(C(=O)N3CCC4(CC3)OCCO4)CC2)cc2sccc21,i,2%,-4%,8%,9%,-3%,-2%,0%
CC1CN=C(Nc2ccc(F)c(Cl)c2)S1 (configuration not stated),-2%,-6%,/,5%,-5%,-1%,-4%,-1%
CC(C)NC(=O)c1ccc(N2CC3CC(C2)c2cccc(=O)n2C3)c([N+](=O)[O-])c1 (configuration not stated),-18%,1%,-4%,-8%,12%,/,-4%,0%
FC(F)(F)c1ccc(Cl)cc1,-2%,-3%[201 µM],/,/,-13%,/,4%,-1%[201 µM]
O=C(Nc1ccccc1)c1ccccc1I,-14%,-3%,/,/,/,/,-4%,-22%
COc1ccc(CC2c3cc(OC)c(OC)cc3CCN2C)cc1O (configuration not stated),i,1%,2%,-14%,-9%,-4%,-1%,0%

# (cont.)
SMILES,RECQ1 inh,TRb-SRC2 inh,GAA inh,GAA glycogen,GoLoco inh red,L3MBTL1 inh,aGlu spleen mod,TR SRC2 fluor cs
C[C@@H]1C[C@H]2CC[C@H](O2)[C@H](C)C(=O)O[C@@H](C)C[C@@H]2CC[C@@H](O2)[C@@H](C)C(=O)O[C@H](C)C[C@H]2CC[C@H](O2)[C@H](C)C(=O)O[C@@H](C)C[C@@H]2CC[C@@H](O2)[C@@H](C)C(=O)O1,-3%,-2%,/,/,/,/,2%,0%
O=c1[nH]c(=O)n(C2CCCCC2)c(O)c1/C=C/C=Nc1ccccc1,-14%,7%,/,4%,81%[activator],/,-20%,-6%
O=C1C=Cc2ccccc2C1=O,28µM*,/,-24%[15.4 µM],-9%,-22%,-25%,-4%,?
C[C@@H]1CC[C@H]2[C@H](C)[C@H]3CC[C@@]4(O)[C@@H]5CC(=O)[C@H]6CC(=O)CC[C@]6(C)[C@H]5C[C@H]4[C@@H]3CN2C1,7%,2%,/,/,/,/,-7%,0%
CCOC(=O)C1(c2ccccc2)CCN(CC(=O)Nc2cccc3ccccc23)CC1,-6%,-4%,-10%,-2%,-3%,-14%,3%,-3%
N#Cc1ccccc1NC(=O)CN1CC=C(c2ccccc2)CC1,i,5%,-6%,0%,7%,/,-2%,1%
CCCCn1c(N)c(C(=O)OCC2CCCO2)c2nc3ccccc3nc21 (configuration not stated),?,/,?,-12%,12%,/,-3%,0%
C=CCN1C(=O)/C(=C\c2ccc(N3CCOCC3)o2)C(=O)NC1=S,-22%,-3%[53 µM],-4%,-2%,225%[activator],-7%,-10%,-4%[53 µM]
